RGS4-Gao reg – modulates binding of RGS4 to human Galphao. P09471. Multiplexed bead flow cytometry; actives lie on both sides. binding response (% of control), % at 10 µM. hit rate 0.33% among 220,000; in the data active = binding response below about 49% or above about 150%; inactive = in between;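 also: fluorescent Galphao activated with aluminum fluoride binding bead-coupled RGS4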
ABCB1 inh – inhibitors of human ABCB1 transporter, ABCG2 counter-screen | CCRF-Adr cells, JC-1 efflux, flow cytometry | inhibition, % at 6.6 µM | hit rate 0.067% among 190,000 | AID 1326; in the data active = inhibition above about 40%;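 also: 0% = vehicle and 100% = reference inhibitor; higher value means more JC-1 retained so stronger ABCB1 efflux block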
Bim-Mcl-1 – human Bim-Mcl-1 interaction inhibition | Q07820 | Bead-based flow cytometry, Bim peptide-Mcl-1 binding | inhibition, % at 10 µM | hit rate 0.1% among 190,000 | AID 1009;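 also: 0% = no compound tracer wells and 100% = peptide blocker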
RGS7-Gao reg – human RGS7-Galphao interaction regulation; hit rate 0.35% among 220,000; Multiplexed bead flow cytometry, RGS7-Galphao binding; actives lie on both sides; AID 1439; binding response (% of control), % at 10 µM; in the data active = binding response below about 49% or above about 150%; inconclusive = no clear call, values can overlap the other calls; inactive = in between;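 also: fluorescent Galphao held in activated GDP-AlF4 state binding bead-coupled RGS7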
Bim-Bcl-XL – disrupts Bim peptide binding to human Bcl-XL. bead flow cytometry, fluorescence. hit rate 0.04% among 190,000. Q07817. inhibition, % at 10 µM
ABCG2 block – inhibitors of human ABCG2 transporter, ABCB1 counter-screen. Q9UNQ0. IgMXP3 cells, JC-1 efflux, flow cytometry. inhibition, % at 6.6 µM. hit rate 0.1% among 190,000. AID 1325;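 active = inhibition above 80%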;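 also: 0% = DMSO and 100% = nicardipine control wells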
Target sequence (Q9UNQ0 whole entry, looked up): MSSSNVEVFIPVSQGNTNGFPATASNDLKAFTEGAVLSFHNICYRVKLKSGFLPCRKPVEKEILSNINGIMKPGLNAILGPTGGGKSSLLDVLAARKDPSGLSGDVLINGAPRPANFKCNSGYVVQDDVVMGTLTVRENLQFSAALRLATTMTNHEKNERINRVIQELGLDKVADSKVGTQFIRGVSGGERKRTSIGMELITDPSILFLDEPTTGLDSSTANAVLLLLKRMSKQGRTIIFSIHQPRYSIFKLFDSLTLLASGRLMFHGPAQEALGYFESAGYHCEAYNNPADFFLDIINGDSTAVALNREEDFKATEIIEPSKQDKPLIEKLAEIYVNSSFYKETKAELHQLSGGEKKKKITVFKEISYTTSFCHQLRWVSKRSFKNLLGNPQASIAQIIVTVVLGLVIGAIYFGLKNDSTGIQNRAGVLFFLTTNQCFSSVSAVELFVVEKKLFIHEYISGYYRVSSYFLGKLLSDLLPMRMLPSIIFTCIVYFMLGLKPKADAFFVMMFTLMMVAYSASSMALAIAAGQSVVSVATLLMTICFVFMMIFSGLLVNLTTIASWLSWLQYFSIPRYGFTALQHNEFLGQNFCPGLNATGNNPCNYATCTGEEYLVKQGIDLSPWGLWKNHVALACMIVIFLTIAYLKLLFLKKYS
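Read-out basis: Efflux inhibition in percent versus controls | Test system: ABCG2 IgMXP3 and barcoded ABCB1 CCRF-Adr cell mix | Quantity: 3 million cells/mL in well | Schedule: 10 min at 25 °C | Control set: Nicardipine as high control, DMSO as low control | Reagent: JC-1 as fluorescent efflux pump substrate | Signal: Flow cytometry of retained JC-1 fluorescence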
Bim-Bfl-1 – inhibitors of Bim-Bfl-1 interaction, human; Q16548; Bead-based flow cytometry, Bim-Bfl-1 binding inhibition; inhibition, % at 10 µM; hit rate 0.12% among 190,000;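 also: 0% = wells without compound plus tracer and 100% = blocker peptide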
Bcl-B Bim block – inhibitors of Bim-Bcl-B interaction, human. hit rate 0.073% among 190,000. inhibition, % at 10 µM. bead-based flow cytometry, Bim peptide-Bcl-B binding;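 also: 0% = tracer peptide without compound and 100% = reference inhibitor peptide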
RGS8-Gao – regulators of human RGS8-Galphao interaction; P09471; multiplexed bead flow cytometry, RGS8-Galphao binding; actives lie on both sides; response (percent of control binding), % at 10 µM; hit rate 0.34% among 220,000; AID 1423; in the data active = response below about 60% or above about 140%; inactive = in between;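 also: Galphao activated as the GDP aluminium fluoride complex binding bead-coupled RGS8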
Bcl-2 Bim block – human Bim-Bcl-2 interaction inhibition; P10415; Bead-based flow cytometry, Bim peptide-Bcl-2 binding; inhibition, % at 10 µM; hit rate 0.06% among 190,000; AID 950; in the data active = inhibition above about 40%; inconclusive = no clear call, values can overlap the other calls;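 also: 0% = no compound wells with probe peptide and 100% = reference peptide inhibitor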
Target sequence (P10415 whole entry, looked up): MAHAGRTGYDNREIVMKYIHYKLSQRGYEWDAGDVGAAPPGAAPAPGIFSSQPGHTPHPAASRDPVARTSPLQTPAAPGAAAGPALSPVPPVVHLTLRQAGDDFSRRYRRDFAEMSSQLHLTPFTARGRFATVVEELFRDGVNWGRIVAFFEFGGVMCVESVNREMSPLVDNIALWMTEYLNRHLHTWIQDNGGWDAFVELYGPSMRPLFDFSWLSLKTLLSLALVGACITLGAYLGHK
Bcl-W Bim block – human Bim-Bcl-W interaction inhibition. AID 952. inhibition, % at 10 µM. bead-based flow cytometry, Bim peptide-Bcl-W binding. hit rate 0.02% among 190,000;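 also: 0% = bound tracer without compound and 100% = peptide blocker; higher means less fluorescent Bim peptide bound to Bcl-W beads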
Target sequence (Q92843 whole entry, looked up): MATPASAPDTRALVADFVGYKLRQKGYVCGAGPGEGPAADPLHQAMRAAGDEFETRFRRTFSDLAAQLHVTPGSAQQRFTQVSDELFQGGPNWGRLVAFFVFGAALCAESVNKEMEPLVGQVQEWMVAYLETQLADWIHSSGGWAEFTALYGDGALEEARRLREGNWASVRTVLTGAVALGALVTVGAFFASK
* = called active by the depositor; ? = inconclusive. Rule as the data show it, unless noted: active = inhibition above about 40%. Compounds as they come; any-hit rate near 0.94%.

SMILES | RGS4-Gao reg | ABCB1 inh | Bim-Mcl-1 | RGS7-Gao reg | Bim-Bcl-XL | ABCG2 block | Bim-Bfl-1 | Bcl-B Bim block | RGS8-Gao | Bcl-2 Bim block | Bcl-W Bim block
COC(=O)COc1cc2ccccc2cc1C(=O)Nc1ccccc1 | 100 | 1.5 | -1 | ? | -2 | 12 | -4 | -5 | 100 | 0 | -1
COc1ccc(C(=O)N(Cc2ccco2)Cc2cccs2)c(O)c1 | 102 | 0.6 | -2 | 94 | -5 | 3 | -3 | -1 | 101 | -3 | -1
COc1ccccc1NC1=C(Cl)C(=O)N(c2ccccc2)C1=O | 100 | 0.6 | -2 | 104 | -6 | 18 | 0 | -10 | 100 | -2 | -2
NC(=O)COC(=O)c1oc2ccccc2c1CSc1ccc(Cl)cc1 | 103 | 0.3 | 8 | 98 | 9 | 5 | 7 | 6 | 101 | 8 | 6
CCOC(=O)N1CCN(C(c2ccc(F)cc2)c2sc3nc(C)nn3c2O)CC1 (stereo unspecified) | 104 | 0.5 | 0 | 104 | -1 | 2 | -11 | -5 | 98 | -9 | 1
CC(=O)CSc1ccc(-c2nc3cc(C)c(C)cc3[nH]2)cn1 | 100 | 0.7 | -5 | 100 | -3 | 1 | 0 | -5 | 102 | -3 | -2
Cc1ccccc1Oc1ccc(-c2nc(N)nc(N)n2)cc1 | 99 | 0.3 | -5 | 100 | -3 | 1 | -1 | -4 | 102 | -2 | -3
COc1ccc(OC)c(NC(=O)c2ccc(CN3CCOCC3)cc2)c1 | 105 | 0.9 | 2 | 96 | -1 | 5 | 0 | 1 | 103 | 0 | 0
N/C(=N\S(=O)(=O)c1ccccc1)c1ccc([N+](=O)[O-])cc1 | 105 | 3.0 | -3 | 102 | -6 | 13 | -1 | -6 | 105 | -2 | -2
COc1ccc(N2CCN(S(=O)(=O)c3cc(C)ccc3OC)CC2)cc1 | 102 | 1.2 | 1 | 98 | 1 | 10 | -5 | -2 | 100 | 1 | 6
COc1ccc(Cc2nnc(NC(=O)Cc3cccs3)s2)cc1OC | 92 | 0.0 | 0 | 88 | -2 | 0 | -4 | -9 | 93 | -1 | 0
Cc1cccc(NC(=O)COC(=O)c2ccccc2-c2nc3ccccc3s2)c1C | 101 | 0.0 | -2 | 100 | -5 | 0 | -7 | -5 | 101 | -8 | -2
COc1ccc2nc(C)cc(SCC(=O)OC(C)C)c2c1 | 101 | 1.1 | 0 | 104 | -3 | 2 | -4 | -1 | 104 | 0 | 0
COc1ccc2c(c1)CCc1c(C(=O)NCc3ccco3)noc1-2 | 98 | 0.3 | 0 | 101 | -8 | 8 | -12 | -8 | 102 | -9 | 0
CCn1c(=N)n(CC(=O)OC)c2ccccc21 | 99 | 0.1 | -2 | 99 | -9 | 0 | -21 | -10 | 104 | -15 | -5

Two entries drawn at random from the list so far:
SMILES | RGS4-Gao reg | ABCB1 inh | Bim-Mcl-1 | RGS7-Gao reg | Bim-Bcl-XL | ABCG2 block | Bim-Bfl-1 | Bcl-B Bim block | RGS8-Gao | Bcl-2 Bim block | Bcl-W Bim block
CC(=O)CSc1ccc(-c2nc3cc(C)c(C)cc3[nH]2)cn1 | 100 | 0.7 | -5 | 100 | -3 | 1 | 0 | -5 | 102 | -3 | -2
COc1ccc2nc(C)cc(SCC(=O)OC(C)C)c2c1 | 101 | 1.1 | 0 | 104 | -3 | 2 | -4 | -1 | 104 | 0 | 0

The listing continues.
SMILES | RGS4-Gao reg | ABCB1 inh | Bim-Mcl-1 | RGS7-Gao reg | Bim-Bcl-XL | ABCG2 block | Bim-Bfl-1 | Bcl-B Bim block | RGS8-Gao | Bcl-2 Bim block | Bcl-W Bim block
Cc1ccc(/C=N/NC(=O)CSc2nc3ccccc3n2Cc2ccccc2)o1 | 99 | 0.8 | -6 | 98 | -8 | 12 | -2 | -11 | 101 | -5 | -6
CN(C)c1ccc(C(=O)OCC(=O)NCCC2=CCCCC2)cc1 | 101 | 0.7 | 0 | ? | -6 | 6 | -6 | -5 | 99 | -6 | -4
COc1cc(CNC2CCCCCCC2)cc(Br)c1OCC#N | 99 | 0.3 | -5 | 98 | -4 | 2 | 0 | -10 | 105 | -4 | -2
COc1ccc(N(CC(=O)Nc2nccs2)S(=O)(=O)c2c(C)[nH]c(=O)[nH]c2=O)cc1 | 106 | -0.5 | -1 | 107 | 0 | -1 | -4 | -3 | 113 | -1 | 0
CCn1c(SCC(=O)Nc2cc3oc4ccccc4c3cc2OC)nnc1-c1cccs1 | 101 | 2.2 | 3 | 102 | 5 | 3 | -9 | -7 | 100 | -9 | -1
Nc1cccnc1Sc1cc(Cl)c(Cl)cc1Cl | 100 | 0.8 | -3 | 101 | -3 | 3 | -3 | -2 | 102 | -5 | -5
CCc1c(C)sc(NC(=O)C2CCCCC2C(=O)O)c1C(N)=O (stereo unspecified) | 100 | -0.1 | 0 | 122 | -2 | 0 | 26 | -17 | 87 | 2 | 8
COCCn1nnnc1C(c1cccs1)N1CCCC(C)C1 (stereo unspecified) | 105 | 0.3 | 5 | 103 | 3 | 0 | -7 | 1 | 106 | 0 | 3
O=C(Cc1ccc(Cl)cc1)Nc1ccccc1N1CCOCC1 | 97 | 0.6 | 0 | 101 | 0 | 6 | 0 | 0 | 99 | 0 | 1
COC(=O)c1cc2oc3ccccc3c2n1CC(=O)Nc1ccccc1OC | 100 | -0.1 | -5 | 100 | -11 | 26 | -19 | -10 | 101 | -12 | -2
CC(=O)c1c(C)[nH]c(C(=O)O)c1C | 102 | 0.4 | 0 | 102 | -2 | 2 | 2 | 1 | 104 | 0 | 0
Cn1c(=O)c2c(nc(CN3CCC(C(N)=O)CC3)n2Cc2c(F)cccc2Cl)n(C)c1=O | 107 | 0.4 | 0 | 102 | -9 | 0 | -10 | -1 | 97 | -5 | -2
N#Cc1nc(-c2cccs2)oc1NCc1ccccc1 | 98 | 1.1 | -4 | 95 | -5 | 7 | -1 | -4 | 92 | -6 | -3
CCn1cc(C(=O)NCc2ccc3c(c2)OCO3)c(=O)c2cc(F)c(N3CCN(C(=O)c4ccco4)CC3)cc21 | 102 | 6.8 | 0 | 103 | 0 | 6 | -10 | -5 | 100 | -3 | 2
Nc1c(C(=O)NCCN2CCOCC2)c2nc3ccccc3nc2n1CCc1ccccc1 | 106 | 1.8 | -2 | 98 | 3 | 12 | -5 | -6 | 101 | -2 | 1
O=C(NCc1cccnc1)C(=O)NCC1OCCN1S(=O)(=O)c1ccccc1 (stereo unspecified) | 100 | 0.5 | 0 | 102 | -4 | 1 | 1 | 0 | 103 | 4 | -2
COc1ccc(NC(=O)/C(C#N)=C/c2ccc(Sc3nncn3C)c([N+](=O)[O-])c2)cc1 | 98 | -0.2 | -2 | 96 | -2 | 2 | -2 | -3 | 98 | -1 | 1
COc1ccc(-c2nc(C#N)c(NCCc3ccccc3)o2)cc1 | 96 | 2.4 | -7 | 100 | -12 | 72 | -20 | -16 | 100 | -20 | -4
CCCn1c(SCC(=O)N2CCCc3ccccc32)nnc1-c1ccco1 | 99 | 1.0 | -2 | 102 | -6 | 3 | -9 | -7 | 100 | -8 | 0
CCC(C)(C(=O)Nc1ccccc1C)N(C(=O)CNC(C)=O)c1ccc(C)cc1 (stereo unspecified) | 100 | -0.2 | 3 | 101 | 1 | -3 | 0 | 3 | 104 | 1 | 1
CC(=O)Nc1ccc(S(=O)(=O)N2CCNC(=O)CC2)cc1 | 81 | 0.8 | -1 | 86 | -1 | 3 | 0 | 0 | 81 | -3 | -1
Cc1noc(C)c1COC(=O)c1ccc2ccccc2n1 | 98 | 0.4 | -1 | 102 | -2 | 4 | -2 | -2 | 104 | -3 | -1
O=C(NCC1CCCO1)C(=O)NCC(c1ccco1)N1CCN(c2ccc(F)cc2)CC1 (stereo unspecified) | 101 | 1.1 | -4 | 96 | -5 | 3 | 0 | -4 | 102 | -2 | -3
O=c1sc2ccccc2c(N2CCCC2)c1[N+](=O)[O-] | 97 | 1.4 | 34 | 99 | -2 | 4 | 0 | 7 | 99 | 4 | -5
CCCn1ncc(OC)c(Cl)c1=O | 99 | 0.4 | -1 | 102 | 0 | 11 | 0 | 0 | 100 | -1 | -3
COc1ccc(CN=Cc2c(O)[nH]c3ccccc23)cc1 | 101 | 0.2 | -1 | 100 | -5 | 1 | -6 | -4 | 100 | -3 | 0
O=C(NCc1ccccc1Cl)C1CCCN(S(=O)(=O)c2cnc[nH]2)C1 (stereo unspecified) | 84 | -2.0 | -4 | 84 | -1 | -3 | -4 | -1 | 78 | 0 | -6
CCOCC(=O)Nc1nnc(COc2ccc(Cl)cc2)s1 | 97 | -0.8 | -8 | 112 | -7 | -3 | 0 | -31 | 90 | -9 | 0
COc1ccc(-n2c(Cn3c(=O)sc4ccccc43)nnc2SCC(=O)N2CCCC2)cc1 | 104 | 0.5 | 1 | 104 | 0 | -1 | -9 | -8 | 100 | -5 | 0
COc1ccc(S(=O)(=O)NC(N)=NCCc2ccc(OC)c(OC)c2)cc1 | 102 | -0.5 | 1 | 106 | 2 | 0 | -4 | -4 | 100 | -4 | 2
CCC(CC)N=C1NS(=O)(=O)c2cc([N+](=O)[O-])ccc21 | 100 | 0.6 | -2 | 107 | 0 | 2 | -6 | -2 | 101 | -2 | 0
Cc1ccsc1C1C(C#N)=C(N)Oc2n[nH]c(C)c21 (stereo unspecified) | 94 | 0.3 | -2 | 94 | -3 | 1 | 2 | -2 | 80 | -1 | -2
CN(CCC#N)c1ccc(/C=C(\C#N)c2ccccn2)cc1 | 110 | 0.4 | -2 | 106 | -6 | 1 | 0 | -3 | 103 | -1 | 0
COc1cc(C)c(Cl)cc1S(=O)(=O)NCCCN1CCOCC1 | 99 | 0.2 | -3 | 102 | -3 | 8 | -15 | -6 | 102 | -7 | 3
CCOC(=O)c1cc(=O)n2nc(-c3ccccc3F)nc2s1 | 102 | -2.6 | -1 | 103 | 0 | 0 | -1 | -16 | 98 | -8 | -4
Cc1cc(Br)c(OCc2ccc(C(=O)N/N=C3\CC4CC=CC34)cc2)c(Br)c1 (stereo unspecified) | 99 | -6.0 | -4 | 99 | -6 | -16 | -2 | -5 | 102 | -2 | -2
NC(=O)COC(=O)c1ccccc1Oc1ccccc1 | 104 | 3.6 | 0 | 103 | -3 | 0 | -4 | -2 | 105 | 0 | -4
O=C(c1ccco1)N1CCN(C(=O)C2CCCN(S(=O)(=O)c3cccc4nsnc34)C2)CC1 (stereo unspecified) | 100 | 0.6 | -4 | 99 | -6 | 22 | -18 | -8 | 101 | -12 | -2
C=CCn1c(SCc2ccc3nonc3c2)nnc1-c1cccs1 | 101 | 0.5 | -1 | 112 | -18 | 0 | -10 | -7 | 97 | -10 | 0
Cc1nc2ccccc2nc(C)c1=NOCc1cccc(F)c1 | 93 | -0.7 | -5 | 94 | -2 | 0 | -5 | -4 | 97 | -5 | -2
COc1ccc(S(=O)(=O)N(CCC(=O)O)Cc2ccccc2)cc1 | 84 | 0.0 | -1 | 95 | -2 | 0 | -4 | 0 | 88 | -2 | -1
O=C(CCCCCN1C(=O)c2ccccc2C1=O)NCCc1nc2ccccc2[nH]1 | 102 | 0.4 | 1 | 105 | 0 | 2 | -13 | -2 | 102 | -6 | 0
O=C(CC1C(=O)OCN1C(=O)OCc1ccccc1)OCC(=O)c1ccccc1 (stereo unspecified) | 103 | 0.4 | 0 | 98 | -4 | 2 | -8 | -10 | 103 | -11 | 4
